# Pf Dd2 growth: blocks in vitro growth of P. falciparum Dd2 | AID 1347417 | actives 4.3% (n = 120,000) | P. falciparum Dd2 growth, SYBR Green, 72 h | Potency, µM (highest dose often 28.9 µM), inactives show at the highest dose activity, negative = inhibition, actives largely listed as inhibitors; active means well fitted inhibition curve with a large enough effect; inconclusive means small, poorly fitted or top-dose-only effect; inactive means no such curve, though single readings can be large or run the other way;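 further: plate controls were DMSO vehicle for no effect and reference drug for full effect; nearly all actives have a fitted effect of over 65% in size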
#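 Readout: SYBR Green fluorescence, 485 nm excitation, 535 nm emission, after ~16 h lysis at 37C. Before that, Dd2-infected red cells (2.5% hematocrit) grew 72 h with compound, 29 uM top final concentration.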
# * marks the source's active call; other numbers are inactive results; i = inactive; ? = inconclusive; [ ] = dose if it differs, or a comment. Potency means the concentration at half of the fitted maximal effect.
SMILES,Pf Dd2 growth
c1ccc2c(c1)CC(c1n[nH]c(C3CCOCC3)n1)CO2 (stereo not given),1%
O=C(c1ccc(Cl)cc1)N1CCN2C(=O)N(C3CCOCC3)C[C@H]2C1,-22%[44.1 µM]
COc1ccc(-n2c(-c3ccco3)nc3c(cnn3-c3ccccc3Cl)c2=O)cc1,-20%
Cc1cccc(N2CCN(C(=O)c3noc(-c4ccc5c(c4)OCO5)n3)CC2)c1C,14%
Cc1ccccc1C(=O)N1CCC2(CC1)CC(=O)N(c1ccccc1)c1ccccc1O2,i
CCOc1ccc(CNCc2c(C(=O)O)n(Cc3ccccc3C)c3cc(OC)ccc23)cc1OC,?
COCCNC(=O)C1CCN(C(=O)c2cc3sccc3n2Cc2ccc(Cl)cc2)CC1,i
Cc1ccccc1CNC(=O)C(C)n1nc(C)n2c(cc3occc32)c1=O (stereo not given),24%
Cc1ccc(C2Cn3nnc(-c4noc(COc5cccc(C)c5)n4)c3CO2)cc1 (stereo not given),?
Cc1cccc(CN2CCCC(c3nc(-c4cccnc4)no3)CCNC(=O)CC2)c1 (stereo not given),-23%
Cc1nc([C@H]2CCN(Cc3sccc3C)C[C@H]2NC(=O)C2CCOCC2)n[nH]1,i
COc1cccc(NC(=O)C2CCCN(c3ncnc4onc(C)c34)C2)c1 (stereo not given),-20%
Cc1ccc(S(=O)(=O)NCCc2nnc3ccc(SCC(=O)Nc4ccc(F)cc4F)nn23)cc1,-16%
CC(Oc1ccccc1F)C(=O)N1CCC(c2nc3ccccc3o2)CC1 (stereo not given),8%
CCOc1ccccc1C(=O)Nc1cccc2ccc(C)nc12,i
Cn1nc(C2CCCN(C(=O)Cc3ccsc3)C2)n(C2CCCC2)c1=O (stereo not given),-16%
COc1ccc(-c2ccnc3nc(CCC4CCCC4)nn23)cc1OC,-12%
O=C(NCc1ccccc1Br)c1ccc(-n2cnc3cccnc32)cc1,9%
Cc1ccc(OCc2nc(C3CCN(C(=O)NCc4ccc(F)cc4)CC3)no2)cc1,?
O=C1CC(c2ccccc2)N(C(=O)CNC(=O)C2CC=CC2)CCCCCN1 (stereo not given),19%
COc1ccc(CN2CCC3(CC2)COc2ccccc2NC3=O)cc1,-15%
Cc1[nH]cnc1C(=O)N1CCC2(CC1)CC(C(=O)O)N(C(=O)C1CC1)C2 (stereo not given),13%
O=C1CC(c2ccccc2)N(Cc2ccncc2)CCCN(S(=O)(=O)c2cccnc2)CCN1 (stereo not given),?
CC(C)(C)c1nc(C(=O)NCCc2ccc(Cl)cc2)n2ccccc12,?
COc1ccc(C(=O)N2CCC(c3n[nH]c(=O)n3Cc3ccc(F)cc3)CC2)cc1OC,-16%
COc1cccc(C(=O)Nc2cccc(OCc3cc(=O)n4c5c(sc4n3)CCCC5)c2)c1,5%
COc1ccc(NC(=O)Cn2ncc3c([nH]c4ccccc43)c2=O)cc1Cl,9%
COc1ccc(-c2nc(SCC(=O)N3CCC(C)CC3)n[nH]2)cc1,i
CC(=O)Nc1ccc(NC(=O)c2c(-c3ccccc3)noc2C)cc1,31%[activator]
Cc1nn(CCO)cc1CN1CCN(C(=O)c2ccoc2)CC(O)C1 (stereo not given),-9%

# Arranged by molar mass (ascending): part of the list above.
SMILES,Pf Dd2 growth
CCOc1ccccc1C(=O)Nc1cccc2ccc(C)nc12,i
CC(=O)Nc1ccc(NC(=O)c2c(-c3ccccc3)noc2C)cc1,31%[activator]
COc1ccc(-c2nc(SCC(=O)N3CCC(C)CC3)n[nH]2)cc1,i
Cc1nn(CCO)cc1CN1CCN(C(=O)c2ccoc2)CC(O)C1 (stereo not given),-9%
COc1ccc(-c2ccnc3nc(CCC4CCCC4)nn23)cc1OC,-12%
CC(C)(C)c1nc(C(=O)NCCc2ccc(Cl)cc2)n2ccccc12,?
Cc1[nH]cnc1C(=O)N1CCC2(CC1)CC(C(=O)O)N(C(=O)C1CC1)C2 (stereo not given),13%
COc1cccc(NC(=O)C2CCCN(c3ncnc4onc(C)c34)C2)c1 (stereo not given),-20%
CC(Oc1ccccc1F)C(=O)N1CCC(c2nc3ccccc3o2)CC1 (stereo not given),8%
Cn1nc(C2CCCN(C(=O)Cc3ccsc3)C2)n(C2CCCC2)c1=O (stereo not given),-16%
O=C1CC(c2ccccc2)N(C(=O)CNC(=O)C2CC=CC2)CCCCCN1 (stereo not given),19%
Cc1ccc(C2Cn3nnc(-c4noc(COc5cccc(C)c5)n4)c3CO2)cc1 (stereo not given),?
Cc1nc([C@H]2CCN(Cc3sccc3C)C[C@H]2NC(=O)C2CCOCC2)n[nH]1,i
O=C(NCc1ccccc1Br)c1ccc(-n2cnc3cccnc32)cc1,9%
Cc1cccc(CN2CCCC(c3nc(-c4cccnc4)no3)CCNC(=O)CC2)c1 (stereo not given),-23%
Cc1ccc(OCc2nc(C3CCN(C(=O)NCc4ccc(F)cc4)CC3)no2)cc1,?
COc1cccc(C(=O)Nc2cccc(OCc3cc(=O)n4c5c(sc4n3)CCCC5)c2)c1,5%
O=C1CC(c2ccccc2)N(Cc2ccncc2)CCCN(S(=O)(=O)c2cccnc2)CCN1 (stereo not given),?
Cc1ccc(S(=O)(=O)NCCc2nnc3ccc(SCC(=O)Nc4ccc(F)cc4F)nn23)cc1,-16%

# Other entries
SMILES,Pf Dd2 growth
Cn1ccnc1CNC(=O)C[C@@H]1C[C@H]2O[C@H](CNC(=O)NC3CCC3)[C@@H](O)[C@H]2O1,35%[activator][44.1 µM]
CCn1ccnc1CN1CCCC(CNC(=O)c2cccc(OC)c2OC)C1 (stereo not given),-21%
CCc1ccc(NC(=O)CSc2c(C)cnc3c2c(=O)n(C)c(=O)n3C)cc1,-8%
CC(=O)Nc1cccc(NC(=O)CC[C@H]2NC(=O)c3ccccc3NC2=O)c1,-4%
COc1cccc(NC(=O)CN2C(=O)c3cccc4cccc2c34)c1,35%[activator]
Cc1cc2cc(-c3c(C)noc3C)nc(Nc3ccccc3)c2o1,-28%[44.1 µM]
CS(=O)(=O)N1CCN(c2ccc(Cl)nn2)C(=O)C1,0%[44.1 µM]
O=C(c1csc(Cc2ccccc2)n1)N1Cc2ccccc2C(O)C1 (stereo not given),-16%
O=C(Cc1cccc(Cl)c1)N1CCc2nc(-c3ccccc3)nc(-c3ccc(Cl)cc3)c2C1,?
CC(C)CNC(=O)c1coc(COc2ccc3c(c2)C(c2ccccc2)N(C(=O)C(C)C)CC3)n1 (stereo not given),?
Cc1cn2nc(-c3nc(C4CCCN(C(=O)c5sccc5C)C4)no3)cc2c(=O)[nH]1 (stereo not given),4.5µM*
CCC(=O)NCc1cc2c(nc1OC)CN(C1CCCC1)C2=O,-7%
COc1ccccc1-c1nc(S(=O)(=O)c2ccc(Cl)cc2)c(N2CCCCCC2)o1,?
COc1cccc(C(=O)N2CCC(Oc3ccccc3)C2)c1 (stereo not given),-25%
Cc1cc(N2CCC3(CCC(=O)N(CC4CCCO4)C3)CC2)nc(N)n1 (stereo not given),-26%
Cc1ccccc1N1CCN(C(=O)c2cc3c(s2)CCN(C(=O)c2ccccc2)C3)CC1,?
CN(C)CC(=O)N1Cc2ccccc2CC2(CCN(CC3CCNCC3)C2)C1 (stereo not given),14%
COc1ccc(C(=O)N2CCCOCCNC(=O)CC2)c(OC)n1,6%
COc1ccc(Cl)cc1C(=O)N1CC(F)(F)C[C@H]1c1nc(C)no1,17%
CCn1nccc1C(=O)N1CCCC(c2noc(COC)n2)C1 (stereo not given),28%
CCN(CC)CCCNc1oc(/C=C/c2ccc(OC)c(OC)c2)nc1C#N,2.5µM*
O=C1NC2(CCOCC2)C(=O)N1CC(=O)N1CCCc2ccccc21,-6%
CCOC(=O)c1ccccc1NC(=O)CSc1nnc(CC)n2c1cc1occc12,43%[activator][5.79 µM]
CS(=O)(=O)N1CCOc2ccc(CCC(=O)NCCCN3CCOCC3)cc2C1,-4%
Cc1ccc(CN2CC[C@H](c3nnc(-c4cccnc4)o3)C2)cc1,-7%[44.1 µM]
Cc1ccc(CC(=O)N2CCN(C(=O)c3nnn4c3COC(c3ccccc3)C4)CC2)cc1 (stereo not given),-23%
C[C@@H](NS(=O)(=O)c1ccccc1)c1onc(-c2ccccc2)c1C(=O)O,-21%[44.1 µM]
Cc1ccccc1CN1C(=O)c2ccccc2S(=O)c2ccc(C(=O)NCc3ccc(Cl)cc3)cc21 (stereo not given),?
CN(Cc1ccccc1)C(=O)c1ccc2c(c1)N(Cc1ccccc1F)C(=O)c1ccccc1S2(=O)=O,?
CN1C[C@@H](NC(=O)Nc2ccc(F)cc2F)C[C@H]1c1nc(-c2ccccc2)no1,?
O=C1NCc2cc(-c3cc4c(ccn4Cc4ccncc4)c(N4CCOCC4)n3)ccc21,i
CC(C)c1nc2c(c(-c3ccc(O)cc3)n1)CN([S+](=O)([O-])c1cccs1)CC2,i
CCNC(=O)c1c(C)oc2c1CN(C(=O)CCc1ccccc1)CC2,i
CSCc1noc(CN2CCCC(CO)(CC=C(C)C)C2)n1 (stereo not given),?
Cn1cc(CNC(=O)c2coc(CN3CCN(C/C=C/c4ccccc4)CC3)n2)cn1,-3%
Cc1ccc(NC(=O)Nc2ccc3c(c2)N(C)C(=O)c2ccccc2S3)c(C)c1,?
O=C(Cc1cccc(Cl)c1)N1CCC2(CC1)CCN(Cc1cccs1)c1ccccc1O2,?
COc1ccc(C(=O)N2[C@H]3CC[C@@H]2c2cnc(C)nc2C3)cc1OC,-2%
CCOC(=O)c1c(N)n(-c2ccc(CC)cc2)c2nc3ccccc3nc12,?
Cc1ccc(CCNC(=O)c2cc(Nc3ccc(C)c(C)c3)nc3ccccc23)cc1,-2%
Cc1ccccc1NC(=O)c1c(NC(=O)c2ccco2)sc2c1CCC(C(C)(C)C)C2 (stereo not given),?
CN1CCN(C(=O)N2CCC3(CCCN(C4CCCC4)C3=O)C2)CC1 (stereo not given),-5%
CC1CCc2c(sc3nnn(Cc4ccccc4Cl)c(=O)c23)C1 (stereo not given),13%[5.79 µM]
COc1ccc(S(=O)(=O)Nc2cc(-c3cn4cccc(C)c4n3)ccc2C)cc1C,20%
CN1C(=O)C2(CCN(S(=O)(=O)c3ccc(F)cc3)C2)c2ccccc21 (stereo not given),-29%
Cc1cccc(N2CCN(C(=O)C3CCN(C(=O)c4cc5sccc5n4C)CC3)CC2C)c1 (stereo not given),?
O=C(C1CCN(C(=O)N2CC3CC(C2)[C@H]2CCCC(=O)N2C3)CC1)N1CCc2ccccc2C1 (stereo not given in full),?
Cc1ccc(OCC(=O)Nc2ccc(Cl)cc2C(=O)c2ccccc2)cc1C,25%
Cc1noc(C)c1CN1CCNc2cc(Nc3ccccc3)ncc2C1,?
CCOc1ccc(S(=O)(=O)Nc2cccc(OC)c2)c2cccnc12,-22%
# (further entries)
SMILES,Pf Dd2 growth
Cn1cc(CN[C@H]2C[C@H]3C(=O)NC[C@@H](CCC(=O)NCc4ccc(F)cc4)N3C2)c2ccccc21,?
Cc1ccccc1NC(=O)C1CCN(S(=O)(=O)c2ccccc2)CC1,4%
COc1ccc(OCC2(C)COc3ccc(C(=O)NCc4ccc(F)cc4)cc3N2)cc1 (stereo not given),?
Cn1c(SCC(=O)N2CCCc3ccccc32)ncc(C(=O)Nc2ccc(F)cc2)c1=O,5%
CC(C)=CCn1c(-c2cc(C)oc2C)cn2cc(C(=O)N3CCCC3C)nc2c1=O (stereo not given),8.9µM*
COc1ccc(OC)c(CNC(=O)CCC[C@H]2NC[C@@H]3C[C@H]2CN(Cc2ccccc2)C3)c1,i
CNC(=O)N1CCCCCCn2c(nnc2-c2ccc(F)cc2)CC1,-12%
COc1ccc(Cl)cc1NC(=O)Cn1ccn(Cc2ccc(C)cc2)c(=O)c1=O,i
Cc1ccc(OCc2nc(C3CN(C(=O)c4cc(C)nn4C)C3)no2)cc1,20%
CCOc1ccc(NC(=O)N2CCN(C(=O)c3nsc4ccccc34)CC2)cc1,i
Cc1ccccc1NC(=O)CN1C(=O)C(c2ccccc2)=NC12CCCCC2,i
COC(=O)C1=C(C)N=C2SC=C(CC(=O)NCc3cccc(F)c3)N2C1c1cccc(OC)c1 (stereo not given),?
CN(C)S(=O)(=O)N1CCC(Oc2ccc(C(=O)NC3(C)CC3)cc2)CC1,-9%
CCOc1ccc2c(n1)CCN(C(=O)Cc1cccc(F)c1)C2,11%
COc1ccc2c(CNCC(C)c3ccccc3)c(C(=O)O)n(Cc3ccc(F)cc3Cl)c2c1 (stereo not given),?
Cc1cccc(C(=O)N2CCCCCCNC(=O)[C@@H]3C[C@@H](c4nc(-c5cccnc5)no4)C[C@@H]32)c1,-7%
Cc1ccc(C2=NC3(CCN(C(=O)c4ccc5c(c4)OCO5)CC3)ON2)cc1,i
CCn1c(C2CCN(C(=O)CCn3nnnc3C)CC2)nn(C)c1=O,7%
CCn1ccc2cc(S(=O)(=O)N3CCC(C(=O)NCCc4ccc(C)cc4)CC3)ccc21,?
COCCNC(=O)[C@@H]1C[C@H](Oc2cccnc2)CN1C(=O)C1(C)CCCCC1,-4%
COc1ccc(Cn2c(C3CCN(C(=O)Cc4ccccc4)CC3)n[nH]c2=O)cc1,-5%
CCOc1ccc(CCNC(=O)c2cn(C)c3ccc(S(=O)(=O)N4CCCCCC4)cc3c2=O)cc1OCC,?
C=CC[C@@H]1CC=C[C@@H](C)N1C(=O)c1cc(OC)ccc1OC1CCN(C(=O)C2CC2)CC1,-16%
Cc1ccc(CN2CCSc3ccc(C(=O)NCCc4ccccc4)cc32)cc1,?
Cc1nc(C2CC(O)C2)cc(N(C)Cc2cnc3ccccc3c2)n1 (stereo not given),?
Cc1nc2cc(S(=O)(=O)N3CCOCC3)ccc2n1CCNC(=O)C1(C)CC1,2%
CC(C)CCNC(=O)c1ccc2c(c1)NC(=O)C(CS(=O)(=O)Cc1cccc(Br)c1)N2 (stereo not given),-4%
Cc1cccc(NC(=O)N2CCC(CN3CCc4ccccc4C3)CC2)c1C,i
COc1cccc(CNC(=O)CSc2nc(=O)[nH]c3c2CCC3)c1,113%[activator]

# The list is partial; count on the stated rates, not on these rows.
